Screening results as filed in PubChem.
RXFP1 antag: qHTS Assay for Antagonists of the Relaxin Receptor RXFP1 | Relaxin receptor 1 (Homo sapiens), Q9HBX9 | HEK293-RXFP1, relaxin-stimulated cAMP HTRF, 30 min; hits give low values | activity change, negative = inhibition, % at 57.5 µM | 350,000 compounds, 0.59% hits | AID 1259400, 2018;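 active = activity change of -60% or lower, but not beyond a set lower limit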; also: % is scaled to controls: 0 for no effect and ±100 for the full control effect
D1 antag: Antagonist of Human D 1 Dopamine Receptor: qHTS; D(1A) dopamine receptor (Homo sapiens), P21728; HEK293 TREx D1 cells, calcium flux, dopamine EC80; hits give low values; activity change, negative = inhibition, % at 10 µM; 360,000 compounds, 3.2% hits; AID 504652, 2011; in the data active = activity change below about -30%; also: % is scaled to controls: 0 for no effect and ±100 for the full control effect
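Antagonism measured as reduced calcium response to an EC80 dopamine addition following 180 s compound pre-read; cells were inducible HEK293 Trex D1 plated overnight at 30 C, read kinetically at 1 cycle/sec.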
TRHR ag: qHTS for Small Molecule Agonists and Allosteric Enhancers of Human TRH Receptor: Primary Screen for Agonists; AID 493084, 2011; TRHR cells, calcium flux fluo-8, FDSS agonist mode; 360,000 compounds, 0.18% hits; Thyrotropin-releasing hormone receptor (Homo sapiens), P34981; activation, % at 2 µM; also: 0% is about no effect
Target sequence (P34981 whole entry, looked up): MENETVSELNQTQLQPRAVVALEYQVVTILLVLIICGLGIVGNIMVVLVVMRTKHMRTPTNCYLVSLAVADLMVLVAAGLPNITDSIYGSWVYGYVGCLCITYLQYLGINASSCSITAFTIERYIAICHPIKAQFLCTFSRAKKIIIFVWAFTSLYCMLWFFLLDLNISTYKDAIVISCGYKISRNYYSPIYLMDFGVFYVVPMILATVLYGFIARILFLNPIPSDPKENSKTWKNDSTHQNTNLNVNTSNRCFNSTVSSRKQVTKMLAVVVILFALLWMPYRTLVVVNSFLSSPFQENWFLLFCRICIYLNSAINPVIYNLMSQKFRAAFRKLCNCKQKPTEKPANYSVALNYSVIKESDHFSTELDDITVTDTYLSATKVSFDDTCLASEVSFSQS
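TRHR-expressing cells loaded with fluo-8 calcium dye; 23 nL library compound pin-transferred, kinetic FDSS fluorescence (Ex 480/Em 530) recorded about 180 s for agonist-induced calcium release, before a 10 nM TRH EC20 addition for potentiator mode.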
D1 ag: Allosteric Agonists of the Human D1 Dopamine Receptor: qHTS; AID 504660, 2011; 360,000 compounds, 1% hits; D(1A) dopamine receptor (Homo sapiens), P21728; HEK293 T-REx D1 cells, calcium flux, agonist mode; activation, % at 2 µM; also: 0% is about no effect
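Tetracycline-induced HEK293 TREx D1 cells, force-coupled to calcium signalling, were dye-loaded with a no-wash calcium kit. Compound was pin-added after a 10 s baseline. Fluorescence was read kinetically at 1 cycle/s for 180 s, with calcium rises flagged as agonism.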
D2 potentiator: HTS Assay for Positive Allosteric Modulators of the Human D2 Dopamine Receptor: Primary Screen for Potentiators. D(2) dopamine receptor (Homo sapiens), P14416. 340,000 compounds, 0.34% hits. AID 485347, 2010. HEK293 T-REx D2, calcium flux, EC20 dopamine potentiation. potentiation, % at 10 µM;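 active = potentiation over 3 SD above the plate norm, cut at about 30% in these data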; also: 0% is about no effect
Target sequence (P14416 whole entry, looked up): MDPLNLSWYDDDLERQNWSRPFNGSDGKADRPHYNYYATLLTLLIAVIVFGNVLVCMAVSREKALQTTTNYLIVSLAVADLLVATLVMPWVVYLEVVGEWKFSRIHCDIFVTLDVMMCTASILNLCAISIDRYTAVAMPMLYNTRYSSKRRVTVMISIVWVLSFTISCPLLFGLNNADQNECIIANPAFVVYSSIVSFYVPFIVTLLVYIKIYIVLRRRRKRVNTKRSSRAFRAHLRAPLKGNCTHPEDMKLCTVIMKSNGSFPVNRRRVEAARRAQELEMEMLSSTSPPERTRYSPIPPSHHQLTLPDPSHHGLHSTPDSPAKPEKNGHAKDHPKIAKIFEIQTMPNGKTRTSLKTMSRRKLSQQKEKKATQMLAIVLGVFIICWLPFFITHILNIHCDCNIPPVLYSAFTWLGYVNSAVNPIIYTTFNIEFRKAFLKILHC
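Cells plated with tetracycline inducer and held overnight at 30 C; calcium dye loaded 30–90 min at room temperature; baseline taken, compound added and read 180 s; EC20 dopamine then added and read 180 s.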
TRHR enhancer: qHTS for Small Molecule Agonists and Allosteric Enhancers of Human TRH Receptor: Primary Screen for Enhancers. Thyrotropin-releasing hormone receptor (Homo sapiens), P34981. TRHR cells, fluo-8 calcium fluorescence, EC20 TRH enhancement. enhancement, % at 2 µM. 360,000 compounds, 0.66% hits; in the data active = enhancement above about 30%; also: 0% is about no effect
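TRHR-expressing cells loaded with fluo-8 calcium dye were read kinetically (ex 480/em 530) during compound addition, then stimulated with an EC20 of TRH (10 nM final). Enhancement of the Gq-mediated intracellular calcium response was scored.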
D1 potentiator: Potentiators of Human D1 Dopamine Receptor: qHTS; HEK293 TREx D1 cells, calcium flux, dopamine EC20 potentiation; D(1A) dopamine receptor (Homo sapiens), P21728; potentiation, % at 10 µM; 360,000 compounds, 0.036% hits; in the data active = potentiation above about 30%; also: 0% is about no effect
D2 antagonist: HTS Assay for Allosteric Antagonists of the Human D2 Dopamine Receptor: Primary Screen for Antagonists | D(2) dopamine receptor (Homo sapiens), P14416 | 340,000 compounds, 2% hits | HEK293 TREx D2 cells, calcium flux, dopamine EC80 | AID 485344, 2010 | inhibition, % at 10 µM; in the data active = inhibition above about 30%; also: 0% is about no effect
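Tetracycline-induced HEK293 TREx cells expressing D2 receptor forced-coupled to calcium signalling, loaded with no-wash calcium dye. Compounds added and calcium flux read 180 s, then dopamine added at EC80 and read a further 180 s.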
D2 ag: HTS Assay for Allosteric Agonists of the Human D2 Dopamine Receptor: Primary Screen for Agonists; HEK293 T-REx D2 cells, calcium flux agonist mode; activation, % at 2 µM; 340,000 compounds, 0.53% hits; AID 485358, 2010;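 active = activation over 3 SD above normal in the single-dose calcium agonist read, cut at about 30% in these data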; also: 0% is about no effect
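HEK293 Trex D2 cells, tetracycline-induced, o/n 30 C 5% CO2; no-wash Ca dye, RT 30–90 min; 10-cycle baseline, 23 nl cpd added, kinetic Ca read 180 s; agonist hits = positive Ca response.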
Numbers without * were called inactive; · = not tested or not shown. Rule as the data show it, unless noted: active = activation above about 30%; inactive = the rest. Random draw from the library; about 7.1% have a hit in one of these screens.

SMILES	RXFP1 antag	D1 antag	TRHR ag	D1 ag	D2 potentiator	TRHR enhancer	D1 potentiator	D2 antagonist	D2 ag
Cc1c(Cl)cccc1NC(=O)COC(=O)C12CC3CC(CC(O)(C3)C1)C2	-4	19	0.4	1	10	2	3	0	0.5
O=C(COC(=O)c1cc(-c2ccccc2)nc2c(Cl)cccc12)c1ccc(F)cc1	·	5	0.9	4	7	-1	-2	·	1.9
O=C(c1cccc(S(=O)(=O)N2CCCC2)c1)N1CCN(Cc2ccccc2)CC1	-7	0	-0.2	2	-3	-4	-1	12	0.4
Nc1ccc(Br)c2c1C(=O)c1ccccc1C2=O	-1	86	-0.1	6	12	11	23	-13	0.3
COCCCc1cc(F)c(S(=O)(=O)N2CCN(S(=O)(=O)c3ccc4c(c3)OCCO4)CC2)cc1F	·	-2	1.5	3	·	-1	-2	·	·
COCCn1c(SCC(=O)NC2CCCCC2C)nc2ccccc2c1=O (stereo not drawn)	3	2	0.4	0	·	-2	-12	13	-3.3
CC1(C)CC(=O)c2c(S(C)(=O)=O)sc(Br)c2C1	9	-3	0.1	0	-2	0	0	-7	0.8
CSC1=NC2(C)CCCCC2C12C=CC(=O)C=C2 (stereo not drawn)	1	-10	-0.1	0	-2	2	1	-3	0.2
CCOC(=O)Cc1csc(NC(=O)CSc2ccc(Br)cc2)n1	4	-26	-0.7	10	-1	-3	-8	5	0.1
CCn1c(=N)n(CC(=O)c2cccc([N+](=O)[O-])c2)c2ccccc21	4	8	0.0	1	-1	8	0	-1	0.7
COc1ccc(Cl)cc1NC(=O)C1CCN(S(=O)(=O)c2ccc3c(c2)CCCN3C(=O)C2CCC2)CC1	-3	13	0.9	0	2	3	-3	·	0.6
Cc1cc(C)cc(C(=O)Nc2nc3ccccc3[nH]2)c1	-11	-5	0.2	1	2	17	-1	4	0.0
CCOC(=O)Cc1csc(NC(=O)COc2ccc3ccccc3c2)n1	4	-30	-0.7	23	-4	-14	-3	59*	1.4
Cc1ccc(-n2nnnc2SCC(=O)NCC2CCCO2)cc1C (stereo not drawn)	9	-2	-0.3	2	-4	-4	-1	-4	-1.3
COc1ccc(Cl)cc1NC(=S)Nc1ccccc1F	6	-2	0.0	0	20	6	14	2	0.6
O=c1nc2n(Cc3ccccc3)c3ccccc3cc-2c(=O)[nH]1	·	5	0.2	1	2	6	-1	11	-0.2
Nc1cccc(-c2cnc3ccccc3n2)c1	1	-15	-0.1	0	-9	5	-12	-13	0.7
COCCn1c(SCC(=O)Nc2ccc(C(N)=O)cc2)nc2c([nH]c3ccccc32)c1=O	5	11	1.0	3	9	-3	6	-8	0.9
Cc1cccc(C)c1NC(=O)c1cc2c(=O)c3ccccc3oc2nc1C(F)(F)F	0	-3	0.4	2	-5	1	-1	-8	-0.7
O=C(c1ccccc1F)N1CCN(c2ccc([N+](=O)[O-])c(N3CCOCC3)c2)CC1	10	6	-1.0	3	14	6	-1	-2	-0.2

Four records picked at random from the list so far:
SMILES	RXFP1 antag	D1 antag	TRHR ag	D1 ag	D2 potentiator	TRHR enhancer	D1 potentiator	D2 antagonist	D2 ag
Cc1cc(C)cc(C(=O)Nc2nc3ccccc3[nH]2)c1	-11	-5	0.2	1	2	17	-1	4	0.0
O=c1nc2n(Cc3ccccc3)c3ccccc3cc-2c(=O)[nH]1	·	5	0.2	1	2	6	-1	11	-0.2
Cc1ccc(-n2nnnc2SCC(=O)NCC2CCCO2)cc1C (stereo not drawn)	9	-2	-0.3	2	-4	-4	-1	-4	-1.3
O=C(c1ccccc1F)N1CCN(c2ccc([N+](=O)[O-])c(N3CCOCC3)c2)CC1	10	6	-1.0	3	14	6	-1	-2	-0.2

The listing continues.
SMILES	RXFP1 antag	D1 antag	TRHR ag	D1 ag	D2 potentiator	TRHR enhancer	D1 potentiator	D2 antagonist	D2 ag
O=C(NCCc1ccccc1)c1ccc2c(c1)N(Cc1c(F)cccc1Cl)C(=O)CS2	·	-2	0.9	5	7	16	-1	·	·
COc1ccc(C)cc1NC1=C(Cl)C(=O)N(C2CCCCC2)C1=O	-12	2	0.2	4	25	-3	-4	-4	0.3
COc1ccccc1N1CCN(C2CCCN(C(=O)c3snnc3C)C2)CC1 (stereo not drawn)	8	-3	0.0	3	8	4	9	-15	4.2
CCOc1ccc(OCCCCNCCN)cc1	·	0	1.2	1	3	1	-1	0	-0.7
CCCCNC(=O)CSc1nc2n[nH]c(C)c2c(=N)n1-c1cccc(C)c1	-37	-9	-0.7	0	11	-9	-2	·	0.1
CCCCC1(C)NC(=S)N2N1C(=S)NC2(C)CCCC (stereo not drawn)	-22	5	0.7	1	-6	-2	-19	-3	-0.5
CCCCC(=O)NC(c1cccs1)c1cc(Cl)c2cccnc2c1O (stereo not drawn)	-13	-8	5.7	14	2	-2	-5	·	·
Cc1sc2ncn(CC(=O)NCC3COc4ccccc4O3)c(=O)c2c1S(=O)(=O)N1CCOCC1 (stereo not drawn)	17	0	0.1	3	3	2	-5	-18	0.0
CCOC(=O)c1c(C)[nH]c(C)c1S(=O)(=O)N(C)Cc1ccco1	6	-4	0.1	2	11	7	3	5	0.3
COc1ccc(C(C)C)cc1S(=O)(=O)N1CCC(C(=O)N2CCN(C)CC2)CC1	-1	9	-0.1	2	4	-2	1	8	0.3
Cc1ccccc1CC1(CO)CCCN(C(=O)c2cc(Cl)ccc2F)C1 (stereo not drawn)	-39	0	-0.5	-1	3	0	0	0	0.6
O=C(O)CN1C(=O)NC2(CCCc3ccccc32)C1=O (stereo not drawn)	4	-1	1.0	0	-18	2	-6	-2	1.6
COc1ccc(C(=O)NCCc2nnc3ccc(SCC(=O)Nc4cc(C)on4)nn23)cc1	20	11	0.3	2	14	5	1	-2	0.5
Cc1ccc(C(=O)NC2CCCC(C)C2C)cc1S(=O)(=O)N1CCCCC1 (stereo not drawn)	-16	-4	-0.8	1	7	-3	-4	-16	1.0
Cc1cccc2cc(CN(C(=O)c3cccs3)c3ccccc3)c(=O)[nH]c12	1	-12	-0.2	3	-3	2	2	1	-0.3
CC1(C)CC(/C=C/c2ccccc2)=Nc2ccccc2N1	-10	-11	-1.1	1	-14	-2	9	12	0.0
Cc1nc2ccc(Cl)cc2c(-c2ccccc2)c1C(=O)N(C)C	-2	8	0.2	1	1	-2	-2	3	0.0
O=c1c2oc3ccccc3c2n(Cc2cccc(F)c2)c(=O)n1Cc1ccc2c(c1)OCO2	-5	11	0.2	3	-3	-1	-5	·	0.6
Cc1c(C(=O)Nc2ccccn2)oc2c(Cl)cccc12	8	-12	0.7	3	6	12	-18	-2	2.4
O=C(NNC(=O)C(O)c1ccccc1)NC1CCCCC1 (stereo not drawn)	7	7	0.2	1	-3	3	-1	-3	0.0
Cc1ccc(C)c(S(=O)(=O)NCC(=O)Nc2ccc3c(c2)OCO3)c1	4	0	-0.4	-1	-4	-3	5	17	-1.0
COc1ccccc1NS(=O)(=O)c1ccc(Cl)cc1	11	3	-0.5	3	3	0	0	-3	0.4
COc1ccc(Br)cc1CNC(=O)C1CCCN(S(=O)(=O)N2CC(C)CC(C)C2)C1 (stereo not drawn)	-1	-33*	0.5	4	·	-9	-4	·	·
O=C(Nc1nnc(SCc2ccc(F)cc2)s1)C1CC(=O)N(c2ccc3c(c2)OCCO3)C1 (stereo not drawn)	-15	-15	-0.1	4	-27	-2	-4	-8	43*
CCOc1ccccc1C(=O)NC1CC2CCCC(C1)N2Cc1ccc(C)cc1 (stereo not drawn)	-13	-51*	-0.2	3	-22	3	-12	84*	-1.4
Cc1cc(NC(=O)CSc2nccn2C)n(-c2ccccc2)n1	0	-17	-0.2	2	·	5	-9	·	·
CS(=O)(=O)c1ccc(Cl)c(NC(=O)C2CC(=O)N(Cc3ccco3)C2)c1 (stereo not drawn)	-6	14	0.3	2	-11	0	-3	15	0.3
CCOc1cc(N2CCOCC2)c(OCC)cc1NC(=O)CN1CCN(Cc2ccc3c(c2)OCO3)CC1	-4	6	0.1	0	3	-1	-2	-8	1.1
Cc1cccc(NC(=O)C2CCCN2C(=O)OCC(C)C)c1C (stereo not drawn)	2	17	0.8	-2	3	4	-6	-27	-0.4
Cn1c(/C=C/c2ccccc2)nc2ccccc21	-4	-18	-1.3	3	-4	-8	-6	14	0.8
Cc1ccc(-c2cc(C(F)(F)F)n3nc(C(=O)Nc4c(C)n(C)n(-c5ccccc5)c4=O)cc3n2)cc1	2	3	-0.7	1	9	3	-2	1	-1.4
Cc1cccc(NC(=O)c2ccc(-c3nc(CSc4ccccc4)c(C)o3)cc2)c1C	·	-6	1.3	7	0	-2	-1	·	1.2
CC(C)C(=O)Nc1cccnc1	2	-21	0.6	2	·	7	-1	·	·
COc1ccc(C2(O)CCN(C(=O)Cc3cccnc3)CC2)cc1	-4	-11	0.4	1	-6	0	-6	-9	1.3
Cc1ccc(Cn2c(C(=O)NCc3ccccc3Cl)cc3sccc32)cc1	·	-12	1.6	3	-4	-2	0	·	0.3
CCC(=O)N1CCc2cc(S(=O)(=O)CCC(=O)NC(C)CC)ccc21 (stereo not drawn)	-7	6	-1.1	1	2	-2	-10	-7	0.4
Cc1ccc(-n2nc3c(SCCN4CCOCC4)nnc(C)c3c2C)cc1	5	6	-0.4	2	-9	1	1	5	-0.2
C=CCC1NS(=O)(=O)O[C@H](CCCC)[C@@H]1O (stereo partly drawn)	·	7	-0.3	2	-7	-8	-11	-27	1.3
O=C(COC(=O)c1nsc(Cl)c1Cl)NC1CCCC1	-22	-6	-0.5	2	10	-5	3	-10	-0.5
CCc1cc(CC)c(/C=N/NC(N)=O)c(CC)c1/C=N/NC(N)=O	-8	19	-0.2	-3	-2	-4	14	9	0.1
C=CCOc1c(CNn2cn[nH]c2=S)cccc1OC	-8	11	0.9	1	6	6	-1	-8	1.1
Cc1c(C(=O)OCCOc2ccccc2)[nH]c2c1C(=O)CC(c1ccc(C(C)(C)C)cc1)C2 (stereo not drawn)	-16	-4	1.9	4	-1	0	-2	·	·
Cc1cc(NS(=O)(=O)c2cn(C)nc2C)no1	5	6	-0.2	2	0	10	1	7	-0.2
